# Screening results deposited in PubChem BioAssay by several laboratories.
# MazF activator = activators of E. coli MazEF toxin-antitoxin RNase | actives 0.32% (n = 350,000) | AID 504720 | P0AE70 | activation, % at 20 µM | FAM/BHQ RNA-DNA oligo cleavage fluorescence, 5 h; in the data active means activation above about 50%
# Target sequence (P0AE70 whole entry, looked up): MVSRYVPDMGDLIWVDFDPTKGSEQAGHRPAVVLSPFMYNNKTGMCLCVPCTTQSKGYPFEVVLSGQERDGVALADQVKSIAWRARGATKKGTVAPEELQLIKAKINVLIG
# Anthrax LF inh2 = anthrax lethal factor protease inhibition | actives 0.12% (n = 360,000) | inhibition, % at 10 µM | AID 588501 | multiplex microsphere protease cleavage assay, LF; further: plate controls were buffer without enzyme for full effect and enzyme alone for no effect
# PrPC surface inh = reduces human prion protein on the cell surface; P04156; inhibition, % at 13.8 µM; actives 0.43% (n = 370,000); cell surface PrPC, TR-FRET read-out; in the data active means inhibition above about 24%; further: 0% = median of the test wells and 100% = reference compound wells
# PriA SSB inh = inhibitors of Klebsiella pneumoniae PriA binding to SSB C-terminal tail; AID 1272365; AlphaScreen SSBct-PriA binding, biotinylated peptide; actives 0.6% (n = 430,000); inhibition, % at 33 µM; in the data active means inhibition mostly above about 37%, no sharp cut-off; inactive means mostly below about 20%;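 further: plate controls were negative control peptide for no effect and reference peptide for full effect; strong numbers were not always called active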
# BoNT F protease = BoNT F light chain protease inhibition | inhibition, % at 10 µM | actives 0.22% (n = 360,000) | Multiplex microsphere protease cleavage assay, flow cytometry; in the data active means inhibition above about 35%, passing the limit was not always enough; inconclusive means no clear call, values can overlap the other calls; further: plate controls were buffer without enzyme for full effect and enzyme alone for no effect
# BoNT A protease = BoNT A light chain protease inhibition. multiplex microsphere protease substrate cleavage, flow cytometry. inhibition, % at 10 µM. actives 0.17% (n = 360,000). AID 588499; further: plate controls were buffer without enzyme for full effect and enzyme alone for no effect
# SARS 3CLpro inh = SARS-CoV 3CLpro protease inhibition | P0C6X7 | recombinant SARS-CoV 3CLpro, quenched FRET peptide cleavage | inhibition, % at 6 µM | actives 0.14% (n = 290,000); in the data active means inhibition above about 12%
# VHR inh abs = blocks human VHR1 dual specificity phosphatase. P51452. recombinant VHR phosphatase, pNPP absorbance. inhibition, % at 13.3 µM. actives 0.52% (n = 290,000); in the data active means inhibition above about 50%; further: some compounds called inactive have numbers as strong as hits
# Target sequence (P51452 whole entry, looked up): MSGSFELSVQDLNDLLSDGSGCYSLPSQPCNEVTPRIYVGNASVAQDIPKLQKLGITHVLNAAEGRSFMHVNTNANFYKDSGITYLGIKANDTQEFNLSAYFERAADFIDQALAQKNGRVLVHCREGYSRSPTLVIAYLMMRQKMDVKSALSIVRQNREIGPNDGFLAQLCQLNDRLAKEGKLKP
# Rv3671c inh = inhibits the M. tuberculosis serine protease Rv3671c; P9WHR9; inhibition, % at 5.96 µM; actives 0.048% (n = 320,000); AID 2606; in the data active means inhibition above about 38%;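 further: extracellular domain of Rv3671c used as enzyme; 0% = enzyme with DMSO and 100% = no enzyme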
# Target sequence (P9WHR9 whole entry, looked up, the tested form may be a part): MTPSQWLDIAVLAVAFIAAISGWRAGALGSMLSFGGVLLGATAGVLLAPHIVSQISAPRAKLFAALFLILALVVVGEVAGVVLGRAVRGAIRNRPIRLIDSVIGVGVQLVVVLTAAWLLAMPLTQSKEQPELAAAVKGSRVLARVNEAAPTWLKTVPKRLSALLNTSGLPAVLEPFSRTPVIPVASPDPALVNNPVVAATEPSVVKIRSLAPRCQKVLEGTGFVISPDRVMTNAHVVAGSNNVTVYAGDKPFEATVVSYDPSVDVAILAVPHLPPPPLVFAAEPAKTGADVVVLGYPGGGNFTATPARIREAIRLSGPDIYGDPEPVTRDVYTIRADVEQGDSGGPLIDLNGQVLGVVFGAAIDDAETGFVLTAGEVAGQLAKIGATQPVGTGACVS
# CCHFV vOTU inh = CCHFV vOTU protease inhibition | Pep-AMC fluorescence | inhibition, % at 11.5 µM | actives 0.55% (n = 370,000) | AID 651958; in the data active means inhibition above about 30%; further: 0% = vehicle wells with enzyme and 100% = no enzyme wells
# Numbers without * were called inactive; ? = inconclusive; · = not tested or not shown; ! = not active in a repeat. Unless noted, no stated cut-off is given here; in the data, active means inhibition above about 30%; inconclusive means no clear call, values can overlap the other calls; inactive means below that. An excerpt, so the mix of outcomes need not match the whole.
# Fields – VHR inh abs	PrPC surface inh	Rv3671c inh	BoNT A protease	SARS 3CLpro inh	PriA SSB inh	MazF activator	BoNT F protease	Anthrax LF inh2	CCHFV vOTU inh
CCCCOC(=O)Cn1c(=O)c2c(nc(Br)n2Cc2ccccc2)n(C)c1=O
→ 18	-2	-9	0.9	7	-6	6	10	-2	19
COC(=O)c1ccc(CSc2nc3ccccc3c(=O)n2-c2cccc(OC)c2)o1
→ 6	-5	-13	0.1	5	4	-3	-1	-7	-16
C#CCOCCOCCOCCNc1nc(N2CCN(C(=O)CCCCCCCCCCNC(=O)[C@H](CCCCN)n3cc(C)nn3)CC2)nc(N2CCN(C(=O)CCCCCCCCCCNC(=O)[C@@H]([C@H](C)CC)n3cc(CCCCCN)nn3)CC2)n1
→ ·	·	-19	0.0	·	·	·	-63	4	·
Cc1ccc(CSc2[nH]c(=O)ncc2C)cc1
→ 21	-4	-9	-0.6	4	-6	9	-4	-1	0
COc1ccccc1N1Cc2ccccc2C1
→ 14	-2	-2	4.0	0	1	8	-28	-11	12
Cc1ccc(-c2ccc(=O)n(CC(=O)N3CCN(c4cc(Cl)ccc4C)CC3)n2)cc1
→ -5	2	1	-1.2	-2	-16	-1	-14	-4	0
Cc1ccc2[nH]c(=O)c(CN(Cc3cccnc3)Cc3nnnn3CCN3CCOCC3)cc2c1
→ 13	-6	10	-1.1	7	15	7	-20	-1	1
O=C(N/N=C/c1ccc(Br)cc1)c1ccc(NC(=O)c2ccccc2)cc1
→ ·	3	·	-0.5	·	·	-53	-5	-7	3
CCC(=O)Nc1ccc(N/C(N)=N/c2nc(C)cc(C)n2)cc1
→ 4	-2	9	?	-2	·	3	?	-2	7
O=C(Cc1cccs1)N1CCCC(c2nc3c(nnn3Cc3ccc(F)cc3)c(=O)[nH]2)C1 (configuration not stated)
→ 30	-1	6	2.5	1	6	10	-1	0	-9
CC1CCCCC1NC(=O)CCNS(=O)(=O)c1ccc(Cl)cc1 (configuration not stated)
→ 1	2	-3	1.0	5	-7	3	3	3	-2
O=C1OC(c2ccccc2)(c2cc(Br)ccc2O)c2ccccc21 (configuration not stated)
→ ·	6	·	-1.2	·	-2	1	-12	-2	2
COc1ccc(OC)c(C(c2nnnn2C2CCCC2)N2CCN(c3ccccc3)CC2)c1 (configuration not stated)
→ 7	-6	-1	-0.3	2	-6	0	-17	-7	8
CCN1C(=O)CC(N2CCN(C(c3ccccc3)c3ccccc3)CC2)C1=O (configuration not stated)
→ 7	3	4	0.1	4	-4	1	-12	2	5
COCc1ccc([C@@H]2C[C@H]3CN(Cc4ccccc4C)C(=O)[C@]34CCCN24)o1
→ 4	6	2	-1.0	4	3	6	-3	-3	6
Cc1cc(-c2c(C(=O)N3CCOCC3)c(C)nn2-c2ccccc2)no1
→ 37	-1	8	1.5	-5	-12	3	?	34*	5
CCCS(=O)(=O)c1c(S(=O)(=O)CCC)c2cnccn2c1C(=O)c1ccc(CC)cc1
→ 12	0	-4	-0.7	2	17	7	-5	-2	8
O=C(O)CCC(=O)N1CCN(c2cccc(Cl)c2)CC1
→ 0	2	0	0.4	3	-1	8	-11	-2	16
CCOC(=O)c1c(NC(=O)CSc2ncnc3ccccc23)sc(C)c1C
→ -3	9	-8	0.0	-3	-1	-21	-19	0	-15
COc1ccc(NC(=O)C2(C)CCN2CCc2ccccc2)cc1OC (configuration not stated)
→ ·	-5	·	0.0	·	·	·	3	2	6
COc1cc(C2c3[nH]c4ccccc4c3C[C@H]3C(=O)N(CCO)CC(=O)N23)cc(OC)c1OC (some centres not stated)
→ ·	-4	1	-0.2	0	0	6	25	-4	-14
COC(=O)c1cnc(N2CCOCC2)nc1C(F)(F)F
→ -3	-3	11	0.5	-2	-12	9	-2	-6	1
CC(=O)N=c1sccn1CC(O)c1ccccc1 (configuration not stated)
→ -24	-2	1	-0.9	-1	6	0	-10	-3	-13
CC(/C=N/NC(=O)CSc1nc(C)cc(C)n1)=C\c1ccccc1
→ 15	10	-4	0.0	2	·	-16	-11	-2	-22
CCN(CC)CCN(C(=O)c1ccc2c(c1)CCCC2)c1nc2ccc(OC)cc2s1
→ -5	-4	-8	-1.0	-1	46*!	0	8	-4	16
COc1cc(/C=C/C(=O)OCC(=O)c2ccc[nH]2)ccc1O
→ ·	7	·	-0.3	·	·	0	-7	0	8
CC1CCN(C(=O)Cn2c(SCC(=O)Nc3nccs3)nc3ccccc32)CC1
→ 29	-2	-2	0.3	5	-7	-3	18	0	-8
FC(F)(F)c1ccccc1Cc1c(-c2ccco2)nc2ccc(Br)cn12
→ ·	7	·	0.3	·	·	·	3	-13	12
c1ccc2c(-c3nc(-c4ccncc4)no3)cccc2c1
→ 7	-4	-10	-1.1	1	-16	1	3	-5	-13
Cc1ccc(S(=O)(=O)N(C)c2ccc(C)c([N+](=O)[O-])c2)cc1
→ 14	1	-8	-0.4	-2	-5	13	-3	-1	5
COc1ccc(Br)cc1CN(C)C(=O)Cc1ccc(OC)c(S(=O)(=O)N2CCOCC2)c1
→ ·	2	-3	2.5	·	-12	-9	-3	5	1
CC(C)CCn1c(C(C)O)nc2ccccc21 (configuration not stated)
→ 11	7	4	0.0	3	-10	4	4	-1	1
COc1ccc(NC(=O)CSc2nnc(CNC(=O)COc3ccc(Cl)cc3)o2)c(OC)c1
→ 20	4	1	0.2	0	-8	1	0	0	12
O=c1ccc2cc(S(=O)(=O)Nc3ccc(F)cc3)ccc2o1
→ 11	9	-1	-0.6	2	-10	1	-13	-4	5
CC(C)C[C@H](NC(=O)c1nc[nH]c1C(=O)N[C@@H](CC(C)C)C(=O)OC(C)(C)C)C(=O)OC(C)(C)C
→ 15	13	1	-0.1	·	9	2	-3	-8	23
O=C1Cc2ccccc2Sc2c(OCCN3CCCCC3)cccc21
→ -4	-3	-5	0.9	0	-1	-1	-2	0	-11
CC(=O)c1ccc(OCC(O)CN2CCN(c3ccccn3)CC2)cc1 (configuration not stated)
→ 0	-7	7	-1.2	-3	3	-2	-8	0	1
C=CCn1c2c(c3ccccc31)CCC2
→ ·	-2	·	-0.6	·	·	·	-10	-15	1
COc1ccc(CN(C(=O)CCC(=O)Nc2cc(C)on2)C(C(=O)NC(C)(C)C)c2cccc(OC)c2OC)cc1 (configuration not stated)
→ -5	-2	-1	-0.8	-2	-6	18	11	1	2
O=C(Nc1ccc(N2CCOCC2)cc1)c1cnsn1
→ 10	1	·	-0.2	0	-12	11	-24	-2	8
Cc1ccc(S(=O)(=O)N(C)CC(=O)NCC(c2ccc(F)cc2)N2CCOCC2)cc1 (configuration not stated)
→ ·	-7	-4	-1.2	·	-3	-9	2	-6	-4
CCc1nc(SCC(=O)Nc2ccc3c(c2)OCCO3)c2oc3ccccc3c2n1
→ 31	4	2	-0.3	-1	-6	-15	5	-1	3
Cc1cc(C)c(-n2c(O)c(C=NCCN3CCOCC3)c(=O)[nH]c2=O)c(C)c1
→ 19	4	5	0.5	1	5	0	0	-1	1
CCCCCCCCCS(=O)(=O)Nc1cc(C)ccn1
→ 1	-2	-7	-0.7	1	12	-4	-5	1	0
CCc1ccc2nc(N=C(N)N)nc(C)c2c1
→ -10	-3	8	0.1	-2	19	9	3	-2	-2

# 3 compounds out of the list, arranged by SMILES length, largest number first:
# Fields – VHR inh abs	PrPC surface inh	Rv3671c inh	BoNT A protease	SARS 3CLpro inh	PriA SSB inh	MazF activator	BoNT F protease	Anthrax LF inh2	CCHFV vOTU inh
Cc1cc(C)c(-n2c(O)c(C=NCCN3CCOCC3)c(=O)[nH]c2=O)c(C)c1
→ 19	4	5	0.5	1	5	0	0	-1	1
O=C1Cc2ccccc2Sc2c(OCCN3CCCCC3)cccc21
→ -4	-3	-5	0.9	0	-1	-1	-2	0	-11
CCCCCCCCCS(=O)(=O)Nc1cc(C)ccn1
→ 1	-2	-7	-0.7	1	12	-4	-5	1	0

# Other results:
# Fields – VHR inh abs	PrPC surface inh	Rv3671c inh	BoNT A protease	SARS 3CLpro inh	PriA SSB inh	MazF activator	BoNT F protease	Anthrax LF inh2	CCHFV vOTU inh
COc1ccccc1OCC(=O)OCc1cc(-c2ccco2)on1
→ ·	-8	7	-0.2	·	-18	0	-3	-8	-2
CCc1nnc2n1N=C(c1ccc([N+](=O)[O-])cc1)CS2
→ 32	-63	7	1.0	-1	0	4	?	7	-6
O=C(NCCCCc1ccccc1)C1CC(c2cc(C(F)(F)F)cc(C(F)(F)F)c2)=NO1 (configuration not stated)
→ -12	3	12	-0.1	·	-14	6	-3	4	-5
Cc1ccc2[nH]c(C(=O)N/N=C/c3ccccc3C(=O)O)c(-c3ccccc3)c2c1
→ 7	10	-7	1.1	4	·	3	33	0	24
O=C(OCc1cn([C@H]2C[C@H](c3ccc(Cl)cc3)N(Cc3cccs3)C[C@@H]2O)nn1)c1ccccc1
→ ·	6	·	-0.4	·	·	-4	-7	3	16
CNc1ccc(-c2cc(OC)ccc2OC)cn1
→ ·	6	·	-0.2	·	·	·	-3	1	-41
Cc1cc(NC(=O)CSc2nc3ccc(Cl)cc3[nH]2)no1
→ 0	2	-11	1.4	0	-5	-3	4	-5	-9
CC1CCc2c(sc(NC(=O)c3nc4ncccn4n3)c2C#N)C1 (configuration not stated)
→ 7	9	5	1.7	1	-8	1	16	-1	-5
O=C(Nc1nnc(-c2ccncc2)o1)c1cccc(N2C(=O)CCC2=O)c1
→ -8	-10	1	-0.3	3	-10	1	-4	0	7
Cc1cc(C(F)(F)F)n(-c2nc(C(=O)NN)cs2)n1
→ 24	4	0	-0.8	4	-5	-5	-5	-2	13
O=C(CN(c1ccc(F)cc1)S(=O)(=O)c1ccc2c(c1)OCCO2)NCC1CCCO1 (configuration not stated)
→ -5	-1	10	1.2	1	-11	-16	1	2	-8
COC(=O)C1CN(C(=O)c2ccc(OC(F)F)cc2)c2ccccc2O1 (configuration not stated)
→ 12	0	-2	-6.3	2	1	9	-15	-1	2
CCn1ccnc1CN(C)Cc1cn(-c2ccc(C)cc2)nc1-c1cccc(C)c1
→ 3	1	-2	-0.8	4	19	5	-2	-1	6
O=C(Nc1ccc(-c2csnn2)cc1)C(Cl)(Cl)Cl
→ 10	-3	-4	?	-4	-7	4	?	-17	6
CCCCN(C)C(=O)c1cn(-c2cccc(OC)c2)c(=O)c2ccccc12
→ 10	-3	-3	1.9	0	-4	3	-1	-10	9
COc1ccc(NCC(O)Cn2cnc3c2c(=O)n(C)c(=O)n3C)cc1 (configuration not stated)
→ 3	-3	3	-0.3	3	7	3	-4	0	5
O=C(Nc1nc(-c2ccccc2)cs1)c1cccc([N+](=O)[O-])c1C(=O)O
→ 22	-6	1	0.0	16*	-7	2	-5	-1	1
C=CCNC(=O)C1CC1(c1ccc(C)cc1)c1ccc(C)cc1 (configuration not stated)
→ 11	5	-2	0.5	6	5	-2	?	-4	3
CCCCN(CC)CCNC(=O)Cn1cnc2sc(C)c(S(=O)(=O)N3CCC(C)CC3)c2c1=O
→ 10	-4	20	0.4	3	-11	21	1	-1	-5
CCOC(=O)c1ccc(NC(=S)N(CCN2CCCCCC2)Cc2cccs2)cc1
→ -22	2	-2	-0.8	4	-1	4	-3	-8	-3
CCCNC(=O)c1cc(C2CCCCN2C(=O)c2cc(F)ccc2C)on1 (configuration not stated)
→ ·	-11	·	-0.8	·	·	·	-12	-8	1
CCCn1c2ccc(F)cc2c2nnc(SCCN3CCOCC3)nc21
→ -1	-26	·	-3.8	-1	-7	-6	8	2	-7
Clc1cncc(Cl)c1NNc1c2ccccc2nc2ccccc12
→ -5	-11	-4	2.0	4	12	-1	16	0	-54
Cc1ccccc1NC(=O)c1c(C)nc(SCC(=O)OCc2ccccc2)c(C#N)c1-c1ccc(F)cc1
→ -8	-2	-45	0.8	-3	-10	-3	0	0	7
